Bioassay records: PubChem, National Center for Advancing Translational Sciences (NCATS)
HP1b binding inh – HP1-beta chromodomain-methylated histone interaction inhibition | P83916 | 390,000 compounds, 0.56% hits | Potency, µM (series often up to 114 µM), for the others: at the top dose activity change, negative = inhibition, usual class: inhibitors | AlphaScreen HP1-beta / biotin-H3K9me3 peptide binding; note: potency is the fitted concentration of half-maximal effect; nearly all actives have a fitted effect of over 70% in size; inactives centre near 23
Target sequence (P83916 whole entry, looked up): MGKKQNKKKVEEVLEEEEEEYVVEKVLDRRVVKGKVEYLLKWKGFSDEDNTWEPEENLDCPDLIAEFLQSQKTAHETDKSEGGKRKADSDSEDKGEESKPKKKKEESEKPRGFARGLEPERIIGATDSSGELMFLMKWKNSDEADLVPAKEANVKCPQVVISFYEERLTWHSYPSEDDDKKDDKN
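Compound inhibition of the preformed complex between 50 nM HP1-beta and 50 nM biotinylated H3K9me3 peptide was read by AlphaScreen. Buffer was PBS pH 7.4 with 0.01% Tween-20. Incubations ran 30 min at room temperature, with 10 ug/mL donor/acceptor beads.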
Tb PGK inh – T. brucei PGK inhibition. Potency, µM (highest dose often 57.5 µM), for inactives: at the highest dose activity change, negative = inhibition, hits mostly inhibitors. P07378. 380,000 compounds, 0.043% hits. PGK/GAPDH coupled, Kinase-Glo luminescence, 60 min; note: potency is the fitted concentration of half-maximal effect; % is set by controls: 0 for no effect and ±100 for the full control effect; nearly all actives have a fitted effect of over 60% in size
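Recombinant glycosomal PGK reaction used 1,3-bisphosphoglycerate generated in-well by GAPDH (100nM final) in 100mM TEA pH 7.6, 5mM MgCl2, 0.01% Tween-20. After 60 minutes at room temperature, ATP was read by Kinase-Glo Plus luminescence end-point.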
JMJD2A Tudor – blocks the human JMJD2A Tudor domain | O75164 | AlphaScreen JMJD2A-Tudor / H3K4me3 peptide binding | Potency, µM (top dose mostly 114 µM), for the others: at the top dose activity change, negative = inhibition, actives largely listed as inhibitors | 390,000 compounds, 4.4% hits | AID 504339; note: potency is the fitted concentration of half-maximal effect; % is set by controls: 0 for no effect and ±100 for the full control effect; nearly all actives have a fitted effect of over 50% in size
PI4K2A inh – inhibitors of human PI4K2A. Q9BTU6. purified PI4K2A, ADP-Glo luminescence, 1 h; hits give low values. activity change, negative = inhibition, % at 76.9 µM. 420,000 compounds, 0.13% hits. AID 1346378; in the data active = activity change below about -50%; inconclusive = mostly about -30% to -49%;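 note: -100% = wells without enzyme as full effect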
Target sequence (Q9BTU6 whole entry, looked up): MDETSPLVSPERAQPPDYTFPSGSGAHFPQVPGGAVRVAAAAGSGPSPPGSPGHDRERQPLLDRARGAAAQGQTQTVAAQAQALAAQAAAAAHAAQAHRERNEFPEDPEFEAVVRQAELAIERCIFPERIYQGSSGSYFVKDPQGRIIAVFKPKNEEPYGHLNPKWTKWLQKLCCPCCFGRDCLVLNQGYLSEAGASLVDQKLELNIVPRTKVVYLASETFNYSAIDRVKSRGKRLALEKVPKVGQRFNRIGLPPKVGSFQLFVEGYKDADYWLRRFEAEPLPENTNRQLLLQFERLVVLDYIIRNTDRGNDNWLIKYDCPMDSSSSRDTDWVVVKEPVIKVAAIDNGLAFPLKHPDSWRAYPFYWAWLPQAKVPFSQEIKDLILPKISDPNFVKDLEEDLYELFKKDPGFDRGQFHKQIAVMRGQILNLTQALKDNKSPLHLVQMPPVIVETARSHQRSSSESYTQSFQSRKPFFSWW
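Compounds are screened against recombinant PI4K2A using PI as substrate and ATP, the latter dispensed at 300 microM. Reactions run one hour at ambient temperature before ADP-Glo detection; full inhibition defined by wells lacking enzyme.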
POLH inh – DNA polymerase eta (human) inhibition; Q9Y253; recombinant Pol eta, fluorescent DNA replication assay; Potency, µM (series often up to 114 µM), without a hit: top-dose activity change, negative = inhibition, hits mostly inhibitors; 390,000 compounds, 1.2% hits; note: potency is the fitted concentration of half-maximal effect; % is set by controls: 0 for no effect and ±100 for the full control effect
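Pol eta at 10 nM preincubated with compounds 15 min at room temperature; reaction started with fluorescent substrate (50 nM final) and read kinetically at 0 and 10 min.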
GLS inhibitor – glutaminase GLS (human) inhibition. O94925. GLS enzymatic activity, qHTS titration. Potency, µM (top dose mostly 45.5 µM), for inactives: at the top dose activity change, negative = inhibition, actives largely listed as inhibitors. 410,000 compounds, 0.21% hits. AID 624170; note: potency is the fitted concentration of half-maximal effect; % is set by controls: 0 for no effect and ±100 for the full control effect
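Coupled fluorescence readout: glutamate oxidase/HRP/Amplex Red detect glutamate formed by hKGA from L-glutamine (1 mM solution added). Buffer 45 mM KH2PO4 pH 8.2, 0.02% Tween-20; reads at t0 and 30 min RT.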
Pin1 inh – blocks the human prolyl isomerase Pin1 | Q13526 | Pin1 FP peptide displacement, HiFluor488, 10 min | Potency, µM (top dose mostly 115 µM), for inactives: at the top dose activity, negative = inhibition, most hits filed as inhibitors | 390,000 compounds, 0.009% hits | AID 504891; active = well fitted inhibition curve with a large enough effect in the polarisation, with a control signal flat, not every such curve was filed as active; inconclusive = small, poorly fitted or top-dose-only effect, or effect the other way, or a change in a side signal; inactive = no such curve, though single readings can be large or run the other way; the % refers to the polarisation; note: potency is the fitted concentration of half-maximal effect; % is set by controls: 0 for no effect and ±100 for the full control effect
Target sequence (Q13526 whole entry, looked up): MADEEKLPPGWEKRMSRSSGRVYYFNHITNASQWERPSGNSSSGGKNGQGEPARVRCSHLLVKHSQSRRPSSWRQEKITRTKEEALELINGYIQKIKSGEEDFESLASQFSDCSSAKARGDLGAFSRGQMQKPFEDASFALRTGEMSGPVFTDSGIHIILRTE
BAZ2B inh – inhibitors of human BAZ2B bromodomain; AID 504333; Q9UIF8; 360,000 compounds, 4.4% hits; AlphaScreen BAZ2B-H3K14Ac peptide displacement; Potency, µM (titrated, usually from 114 µM), for the others: at the top dose activity change, negative = inhibition, actives largely listed as inhibitors; note: potency is the fitted concentration of half-maximal effect; % is set by controls: 0 for no effect and ±100 for the full control effect; nearly all actives have a fitted effect of over 60% in size
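BAZ2B 50 nM plus b-H3(5-23)K14Ac 50 nM, PBS pH 7.4/0.01% Tween-20, 30 min RT; compound added (max 110 uM), 30 min RT; streptavidin donor/Ni-chelate acceptor beads 10 ug/mL final, 20 min dark; AlphaScreen read.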
G9a inh – inhibitors of human histone lysine methyltransferase G9a | G9a H3K9 monomethylation, AlphaScreen, 2 h | Potency, µM (titrated, usually from 102 µM), for the others: at the highest dose activity, negative = inhibition, actives largely listed as inhibitors | 350,000 compounds, 8.8% hits | AID 504332; note: potency is the fitted concentration of half-maximal effect; % is set by controls: 0 for no effect and ±100 for the full control effect; nearly all actives have a fitted effect of over 75% in size
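Quantitative HTS format: methyltransferase activity on a biotin-tagged H3K9 peptide is measured by AlphaScreen, using a rabbit anti-monomethyl-H3K9 antibody with streptavidin donor and anti-IgG acceptor beads. Final levels are 20 nM enzyme, 500 nM peptide, 20 uM SAM; 2 h RT.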
An asterisk follows results filed as active; i = inactive; ? = inconclusive; nt = not tested or not shown; & = joins results of further samples; [ ] = remark or other dose. Unless noted, calls come from the whole dose curve; as a rule, active = well fitted curve in the direction sought with a large enough effect; inconclusive = small, poorly fitted or top-dose-only effect, or another doubt; inactive = no such curve, though single readings can be large; an effect the other way counts as inactive or inconclusive. This is a subset (hit frequency here may not be typical).

SMILES,GLS inhibitor,PI4K2A inh,G9a inh,Pin1 inh,HP1b binding inh,BAZ2B inh,POLH inh,Tb PGK inh,JMJD2A Tudor
Cc1ccc(C(=O)N2CCNC(=O)C2CC(=O)Nc2ccc(F)cc2)cc1C (centres undefined),16%,-1,10%,0%,14%[57 µM],-20%,-17%,i,-23%
COC(=O)c1sccc1NC(=O)CSCC(=O)O,1%,1,-1%,6%,11%,-10%,7%,8%,-12%
O=C1/C(=C\c2ccccn2)SC(=S)N1Nc1ncc(C(F)(F)F)cc1Cl,-2%,-16,10µM*,2%,-33%,79µM*,-5%,-4%,56µM*
CCCCC1CCC(C(=O)N(CCOC)c2c(N)n(CC(C)C)c(=O)[nH]c2=O)CC1 (centres undefined),0%,2,37%[activator][12.7 µM],0%,23%,4%,-3%,6%,-11%
CCn1c(CCC(N)=O)nnc1SCC(=O)Nc1cccc(S(=O)(=O)N2CCCC2)c1,0%,2,10%[59 µM],-9%,44%[activator],9%,0%,-5%,-3%
CCOC(=O)C1(Cc2ccccc2)CCN(Cc2csc(C(C)=O)c2)CC1,3%,6,-23%,-8%,24%,-13%,-15%,0%,-12%
COc1ccc2cc(CCNC(=O)c3ccco3)c(=O)[nH]c2c1,-16%,-1,45µM*,-1%,38%,0%,-17%,i,-6%
COc1ccc(F)cc1C(=O)C1CCCN(Cc2ccc3c(c2)OCCO3)C1 (centres undefined),-4%,-3,2%,4%,18%,-18%,-12%,-1%,-26%
CSCCC(NC(=O)c1ccc(Cl)cc1)C(=O)OCC(=O)N1CCCC1=O (centres undefined),-2%,-5,-32%,-6%,21%,3%,-15%,-5%,-10%
CCN1C(=O)C(CC(=O)Nc2cccc(C(C)=O)c2)S/C1=N\c1ccccn1 (centres undefined),6%,2,5%[59 µM],2%,7%,27%,-9%,-2%,-12%

Additional results follow.
SMILES,GLS inhibitor,PI4K2A inh,G9a inh,Pin1 inh,HP1b binding inh,BAZ2B inh,POLH inh,Tb PGK inh,JMJD2A Tudor
COc1cc2c(cc1NC(=O)c1cncc(Br)c1)oc1ccccc12,-5%,-1,-2%[12.7 µM],8%,-3%,6%,-14%,-6%,-15%[11.4 µM]
Cc1ccc(S(=O)(=O)N2CCN(c3nc(C)c4c(c3C#N)CC(C)(C)OC4)CC2)cc1,-2%,5,22%,0%,14%,4%,-20%,-4%,8%
CCN(C(=O)CSc1nccn1C)c1cccc2ccccc12,-7%,1,22%[12.7 µM],0%,27%,-8%,-17%,-6%,-9%
O=C(c1ccc2nc(Cc3cccc(Cl)c3)oc2c1)N1CCC(O)CC1,1%,7,nt,-4%,22%,-4%,-12%,-1%,-17%
CCC(C)N(C(=O)COC(=O)c1nc(Cl)ccc1Cl)C1CCS(=O)(=O)C1 (centres undefined),1%,2,-1%[0.501 µM],-7%,41%[activator],-4%,-20%,0%,-7%
CCN1CCSc2ccc(C(=O)NCc3cccc(Br)c3)cc21,14%&-4%,-1&1,7%,8%&2%,31%&-13%,-23%&-37%,-9%,-9%,-22%&-24%
CC(NCc1cccc(OCc2ccccc2)c1)C(O)c1ccccc1 (centres undefined),7%,1,-35%,-2%,16%[57 µM],-30%,?,-8%,-20%
COc1ccccc1N1CCN(C(=O)c2ccc(CS(=O)(=O)c3ccccc3OC)o2)CC1,22%,-6,4%[59 µM],?,10%,-3%,11%,-9%,-2%[57.1 µM]
CC(Sc1ccc(S(=O)(=O)N2CCOCC2)cn1)C(=O)Nc1ccc(Cl)cc1Cl (centres undefined),-2%,-4,2%[2.33 µM],20%,52%[activator],3%,-17%,i,-7%
CNC(=O)c1ccc(NC(=O)CC2SC(N3CCCC3)=NC2=O)cc1 (centres undefined),1%,-1,2µM*,1%,40%[activator],-13%,-16%,8%,3%

Further structures follow:
SMILES,GLS inhibitor,PI4K2A inh,G9a inh,Pin1 inh,HP1b binding inh,BAZ2B inh,POLH inh,Tb PGK inh,JMJD2A Tudor
CC(=O)c1ccc(NC(=O)C2CCC(CNS(=O)(=O)c3cccc4nsnc34)CC2)cc1 (centres undefined),-5%,-3,-27%[59 µM],15%,26%,-26%,-21%,0%,-18%
CC(C)OC(=O)c1c(-c2ccccc2)c(-c2ccccc2)nn(C)c1=O,5%,1,?,-7%,32%,17%,-6%,-8%,-16%
CC12CN3CC(C)(CN(C1)C3c1ccc(F)cc1)C2 (centres undefined),1%,1,17%,0%,17%,-7%,-10%,-6%,-6%
CCN1CCCC1Cn1cnc2c([nH]c3cc(OC)ccc32)c1=O (centres undefined),27%,-1,2%[12.7 µM],0%,35%,10%,-17%,-4%,9%
CSc1ccc(CCNC(=O)c2ccc(-n3c(C)cc4c3CCC(C)C4)cc2)cc1 (centres undefined),2%,-5,-27%[59 µM],10%,34%,-31%,-12%,-1%,-29%
COc1ccccc1-c1c(C)nn2c(N)c(-c3ccccc3)cnc12,4%,-1,29%,-4%,40%[activator],7%,-14%,i,-19%
O=S(=O)(NNc1ncc(C(F)(F)F)cc1Cl)c1ccccc1,-17%,-1,?,4%,?,-8%,2%,-5%,0.71µM*
COc1ccc([N+](=O)[O-])cc1/C=N/NC(=O)CNC(=O)c1cccc(F)c1,-8%,-1,9%,1%,30%,4%,-9%,-8%,?
O=C(c1ccco1)N1CCN(C(=O)c2cnn(-c3ccc(F)cc3)c2-n2cccc2)CC1,2%,-5,nt,nt,nt,nt,-1%,-1%,nt
COc1ccc(NC(=O)Nc2nnc(N3CCCCC3C)s2)cc1OC (centres undefined),2%,1,-5%,2%,7%,-8%,-13%,-3%,-10%

Next entries:
SMILES,GLS inhibitor,PI4K2A inh,G9a inh,Pin1 inh,HP1b binding inh,BAZ2B inh,POLH inh,Tb PGK inh,JMJD2A Tudor
CCc1ccc(N2C(=O)CN(S(=O)(=O)CC)CC2(C)C(=O)NC2CCCCC2)cc1 (centres undefined),-1%,-4,4%[59 µM],0%,21%,4%,0%,0%,-7%
COc1ccc2oc(-c3ccc(C)c(NC(=O)c4cccnc4)c3)nc2c1,-4%,-2,-2%[59 µM],-6%,17%,6%,-19%,1%,-2%
COc1ccc(C(Nc2ccccn2)c2ccc3ccc(C)nc3c2O)cc1C (centres undefined),37%[activator],1,8.9µM*,?,-15%,?,?,i,?
Cc1cc(NC(=O)C(C)SCC(=O)Nc2ccccc2C(C)(C)C)no1 (centres undefined),0%,-1,9%[2.33 µM],4%,36%,6%,-24%,2%,2%
COc1ccc(C2SCC(=O)N2c2nc3ccccc3s2)cc1 (centres undefined),-1%,1,43%,15%,75%[activator],0%,-20%,nt,9%
Cc1cccc(C(C)C)c1NC(=O)C1CN(S(=O)(=O)c2ccccc2)CCN1S(=O)(=O)c1ccccc1 (centres undefined),-2%,-3,71µM*,12%,31%,-4%,-21%,i,-9%
CSCC[C@H](NC(=O)OC(C)(C)C)C(=O)NCC1CCC(C(=O)N[C@@H](Cc2ccccc2)C(=O)O)CC1 (some centres undefined),5%,6,7%,-1%,22%,-3%,-5%,5%,1%
CCOc1ccc(NCC(=O)Nc2ccc(C)cc2C)cc1,-7%,0,-10%[12.7 µM],1%,-11%,?,-9%,-11%,?
COc1cccc(-n2c(-c3ccco3)nc3c(cnn3-c3ccccc3C)c2=O)c1,-3%,2,-3%[59 µM],0%,20%,nt,-16%,-4%,?
O=C(c1ccccc1)c1nc2ccccc2[nH]c1=O,-17%,-1,21%[2.33 µM],-3%,12%,6%,-8%,-6%,-11%

Next records
SMILES,GLS inhibitor,PI4K2A inh,G9a inh,Pin1 inh,HP1b binding inh,BAZ2B inh,POLH inh,Tb PGK inh,JMJD2A Tudor
C=CCN(c1ccc(F)cc1)S(=O)(=O)c1cc(C(=O)NC2CC2)ccc1Cl,11%,-1,nt,nt,nt,nt,-17%,-1%,nt
COc1ccc(C2NS(=O)(=O)OCC2C)cc1 (centres undefined),-8%,-3,-26%,-2%,38%,0%,-6%,-3%,-7%
COc1ccc(CN(C)S(=O)(=O)c2c(C)noc2C)cc1OC,15%,2,12%[12.7 µM],3%,19%,6%,-10%,3%,-5%
C/C(=N\O)C1(C)N(O)C(C)(C)C(c2ccco2)=[N+]1[O-] (centres undefined),?,0,41%[59 µM],-8%,43%[activator],-2%,-12%,-4%,-5%
CCCCN(CCCC)CCCNC(=O)CN1C(=O)COc2ccc(S(=O)(=O)N3CCC(C)CC3)cc21,8%,2,56%,-9%,22%,-13%[57.1 µM],7%,-6%,-8%
CCc1ccccc1NS(=O)(=O)c1ccc2[nH]cc(C(=O)N(CC)Cc3ccccc3)c(=O)c2c1,-1%,-5,?,13%,20%,-16%,?,2%,-21%

Two entries picked at random from those above, as already listed:
SMILES,GLS inhibitor,PI4K2A inh,G9a inh,Pin1 inh,HP1b binding inh,BAZ2B inh,POLH inh,Tb PGK inh,JMJD2A Tudor
CCCCN(CCCC)CCCNC(=O)CN1C(=O)COc2ccc(S(=O)(=O)N3CCC(C)CC3)cc21,8%,2,56%,-9%,22%,-13%[57.1 µM],7%,-6%,-8%
C/C(=N\O)C1(C)N(O)C(C)(C)C(c2ccco2)=[N+]1[O-] (centres undefined),?,0,41%[59 µM],-8%,43%[activator],-2%,-12%,-4%,-5%
